GASC-1 inh: blocks human GASC-1 demethylase activity. Q9H3R0. GST-JMJD2C(1-420) H3K9me3 demethylation, DELFIA europium. inhibition, % at 2.35 µM. AID 2099. 0.069% of 330,000 active;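 active = more than half of a compound's replicate wells show inhibition beyond 50%, single wells judged on their own value; inconclusive = some, but no more than half, of replicates pass 50% inhibition; inactive = no replicate passes 50% inhibition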;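 note: signal counts dimethyl H3K9 product captured on neutravidin plate; 0% = median of DMSO wells and 100% = 0.3 times that DMSO median; strong numbers were not always called active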
Target sequence (Q9H3R0 1-420 limits assumed): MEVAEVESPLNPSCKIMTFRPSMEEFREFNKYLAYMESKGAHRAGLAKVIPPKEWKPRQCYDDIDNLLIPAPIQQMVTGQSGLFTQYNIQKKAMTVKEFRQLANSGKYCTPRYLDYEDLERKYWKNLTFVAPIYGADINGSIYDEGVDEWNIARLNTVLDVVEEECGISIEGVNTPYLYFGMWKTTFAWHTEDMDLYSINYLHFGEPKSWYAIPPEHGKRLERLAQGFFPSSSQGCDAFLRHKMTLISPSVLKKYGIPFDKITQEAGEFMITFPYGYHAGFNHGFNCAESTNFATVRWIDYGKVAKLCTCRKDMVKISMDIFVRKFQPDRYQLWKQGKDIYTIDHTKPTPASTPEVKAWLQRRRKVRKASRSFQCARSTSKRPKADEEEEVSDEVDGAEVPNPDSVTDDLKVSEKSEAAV
procasp7 counter: counter-screen: procaspase-7 (human) activation. activation, % at 8.5 µM. 0.093% of 330,000 active. recombinant procaspase-7, Ac-DEVD-pNA absorbance 405 nm; D23A/D198A/D206A triple mutant, cannot self-cleave; scale: DMSO 0, 5 µM enzyme 100;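 active = percent activation above the screen-wide mean plus 3 SD, cut at about 25% in these data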
Target sequence (P55210 whole entry D23A/D198A/D206A): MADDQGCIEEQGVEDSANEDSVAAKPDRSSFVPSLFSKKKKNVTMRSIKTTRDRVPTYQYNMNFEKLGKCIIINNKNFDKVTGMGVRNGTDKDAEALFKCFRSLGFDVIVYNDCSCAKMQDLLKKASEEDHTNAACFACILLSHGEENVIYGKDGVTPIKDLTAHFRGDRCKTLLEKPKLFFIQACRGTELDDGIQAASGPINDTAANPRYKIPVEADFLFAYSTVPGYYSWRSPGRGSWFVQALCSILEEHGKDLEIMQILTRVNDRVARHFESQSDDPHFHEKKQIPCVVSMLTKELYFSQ
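Assay system: Uncleavable procaspase-7 mutant enzyme / Input: 2 µM procaspase-7 mutant as dispensed / Dosing: single nominal 8.5 µM compound dose, 0.8% DMSO final / Timing: 1 h enzyme–compound preincubation and 2 h substrate reaction, both 25 °C / Detection: p-Nitroaniline absorbance at 405 nm, read at 0 and 120 min / Replication: singlicate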
proCasp3 act: activates human procaspase-3; P42574; recombinant procaspase-3 D3A, Ac-DEVD-pNA absorbance 405 nm; activation, % at 8.5 µM; 0.11% of 330,000 active;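 active = activation above the mean of all tested compounds plus 3 SD, cut at about 21% in these data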;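 note: 0% = DMSO alone and 100% = DMSO wells spiked with extra 5 µM PC-3 D3A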
Target sequence (P42574 whole entry D9A/D28A/D175A): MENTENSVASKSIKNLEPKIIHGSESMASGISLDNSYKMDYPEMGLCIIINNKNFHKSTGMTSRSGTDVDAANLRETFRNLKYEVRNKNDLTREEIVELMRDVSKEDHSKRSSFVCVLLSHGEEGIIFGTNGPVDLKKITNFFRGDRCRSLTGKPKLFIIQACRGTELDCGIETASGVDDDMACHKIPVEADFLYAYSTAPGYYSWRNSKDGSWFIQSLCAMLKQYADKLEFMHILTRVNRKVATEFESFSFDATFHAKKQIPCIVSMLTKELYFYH
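Assay system – Procaspase-3 D3A mutant · Benchmarks – DMSO low control, extra-enzyme high control · Technique – 405 nm absorbance of p-nitroaniline, reads at 0 and 120 min · Doses – 8.5 µM nominal · Measure – % activation between DMSO and enzyme-spiked controls · Also added – Ac-DEVD-pNA chromogenic peptide substrate · Schedule – 1 h compound preincubation, 2 h substrate hydrolysis at 25 °C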
MEP2 TOR yeast: alters MEP2-GFP fluorescence in TOR pathway yeast screen; S. cerevisiae MEP2-GFP strain, flow cytometry GFP, 3 h; 100% = DMSO control level; GFP response vs DMSO, % at 10 µM; 0.51% of 330,000 active; AID 2016;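 active = GFP response versus DMSO above a set limit, roughly screen mean plus 3 SD, cut at about 180% in these data; inconclusive = fewer than 70 cells counted for a yeast strain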;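 note: median GFP fluorescence of the barcode-gated MEP2-GFP cells per well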
RPL19A TOR yeast: modulators of TOR pathway RPL19A-GFP in S. cerevisiae; percent response vs DMSO, % at 10 µM; 0.3% of 330,000 active; S. cerevisiae RPL19A-GFP strain, flow cytometry, 3 h; active compounds read low; AID 2025;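 active = percent response vs DMSO below 50%; inconclusive = fewer than 70 events counted for the yeast strain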;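 note: median channel GFP fluorescence of the barcoded RPL19A-GFP strain; ratio of sample median GFP to plate DMSO average so 100% = DMSO; lower means less RPL19A-GFP as with rapamycin TOR inhibition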
CR mimetic SO: caloric restriction mimetics inhibiting age-related superoxide in yeast; S. cerevisiae aged cells, superoxide DHE fluorescence; active compounds read low; superoxide response (% of plate mean), % at 10 µM; 0.18% of 330,000 active; AID 2690;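 active = superoxide response under a set limit, about three screen SD below normal, cut at about 65% in these data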;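 note: yeast aged for seven days with compound at 30 °C before DHE staining; 100% = average MFI of all compound-treated wells on the plate with controls excluded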
AHR activator: activates the human aryl hydrocarbon receptor | 2.5% of 320,000 active | AHR-responsive luciferase reporter cells, luminescence | activation, % at 5 µM | P35869; in the data active = activation above about 47%;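 note: 0% = vehicle wells and 100% = reference agonist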
LAP4-GFP MLPCN: alters LAP4-GFP fluorescence in TOR pathway yeast screen | 0.34% of 320,000 active | GFP response vs DMSO, % at 10 µM | S. cerevisiae LAP4-GFP multiplex, flow cytometry GFP, 3 h; median GFP as percent of DMSO wells;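 active = GFP response vs DMSO above a set limit, about the screen mean plus 3 SD, cut at about 150% in these data; inconclusive = under 70 cell events counted for the yeast strain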
Active calls of the source: *; ? = inconclusive; . = no result given; & = joins results of further samples. The order is random (roughly 3.8% active in at least one column).

molecule	GASC-1 inh	procasp7 counter	proCasp3 act	MEP2 TOR yeast	RPL19A TOR yeast	CR mimetic SO	AHR activator	LAP4-GFP MLPCN
Cn1cccc1-c1nc2ccc([N+](=O)[O-])cc2[nH]1	-5	-1	-4	105	95	121	3	105
COc1ccc(CN2CCn3ncc(C(=O)Nc4ccc(Cl)cc4Cl)c3C2=O)cc1	-2	11	-8	107	100	90	-1	104
COc1cccc(N2CCN(c3nc(C)c(C)c(=O)[nH]3)CC2)c1	4	12	0	99	101	95	-4	96
COc1ccc(C(=O)COC(=O)CNC(=O)c2ccc(OC)cc2)cc1	8	5	0	102	103	139	3	108
Cc1nnc(NC(=O)CCSc2ccccc2)s1	9	-2	4	104	101	113	13	107
CCCc1cc(=O)oc2c(C)c3occ(C)c3cc12	-2	4	-2	105	105	115	32	92
COc1ccc(Cl)cc1NC(=O)CN1CCN(S(=O)(=O)c2ccc(F)cc2)CC1	-3	0	-4	101	104	101	-8	97
O=C(CC1OC(=O)c2ccccc21)Nc1cc(S(=O)(=O)N2CCOCC2)ccc1OCC(F)(F)F (stereo not drawn)	2	6	1	101	101	114	-1	116
COc1cc2ccccc2cc1C(=O)N1CCOCC1	-3	0	-5	95	94	90	1	101
C/C(=N\S(=O)(=O)c1ccc(C)cc1)NC(=S)Nc1ccc(C)cc1	-1	10	-3	91	95	98	3	104
CC(C)(C)C1N=C(c2ccc3ccccc3c2)OC1=O (stereo not drawn)	6	5	4	94	94	98	-2	99
CCc1ccc(-c2nnn(Cc3nc4ccccc4s3)n2)cc1	51	-1	0	94	97	101	5	107
Cc1nnc2ccc(N3CCN(C(=O)c4ccccc4)CC3)nn12	-5	-3	14	111	100	105	0	106
O=C(NCc1ccccc1Cl)C1CCN(S(=O)(=O)N2CCCCCC2)CC1	-7	3	4	103	97	122	-2	101
COc1cc(C=O)ccc1OCCOCCOc1ccc(Cl)cc1Cl	7	0	-8	103	100	99	8	100
Cc1cc(=O)n(Cc2ccccc2)c(O)c1C#N	-6	-9	-18	106	100	106	-1	104
COc1ccc(NC(=O)CSc2nnc(Cc3cccn3C)n2-c2ccc(F)cc2)cc1	1&3	-7	-10	106	102	105	1	105
O=C(CCSc1ccccc1)NC1CCCCCC1	32	0	-1	92	86	100	2	94
CCn1ccnc1CNCc1ccc(OCC(O)CN(C)Cc2ccccc2)cc1 (stereo not drawn)	3	6	-2	99	98	101	0	93
CCCN1CCC(=O)N([C@H](COc2ccccc2)c2ccccc2)CC1	-7	1	-9	94	102	94	14	107
O=C(CC1CCCCC1)NCc1ccccc1Cl	-3	8	0	107	104	105	5	99
Cc1cc2cc(CCNC(=O)CCc3ccccc3)c(=O)[nH]c2cc1C	-1	7	7	100	102	95	11	99
O=C(c1cccc(Br)c1)N1CCN(C(=O)c2cccc(Br)c2)CC1	16	-1	-4	103	98	103	-1	102
O=C(NCCS(=O)(=O)N1CCN(c2ccccc2)CC1)c1cccc(F)c1	?	5	15	105	105	102	1	99
CCOC(=O)c1ccc(NC(=O)CSc2nc3c(c(=O)n2C)SC(C)C3)cc1 (stereo not drawn)	-10	3	-3	100	97	98	4	106
CCCCCN(C(=O)CCC(=O)OCCOc1ccccc1)c1c(N)n(CCCC)c(=O)[nH]c1=O	2	2	14	99	94	97	4	113
Cc1ccc(OCCCN(C)C)c(Br)c1	5	17	5	101	98	98	0	98
CCS(=O)(=O)N1Cc2ccccc2CC1C(=O)OCC(=O)Nc1ccc(SC(F)F)cc1 (stereo not drawn)	-2	-1	-2	103	98	108	1	102
O=C(CN1C(=O)c2ccccc2S1(=O)=O)NCc1ccccc1Cl	8	-3	8	299*	95	99	0	81
O=C(O)c1ccc(N/N=C/c2c[nH]c3ccccc23)cc1	-6	-5	-12	111	110	106	-4	103

Reformatted with each value named: part of the list above.
> O=C(CCSc1ccccc1)NC1CCCCCC1
  GASC-1 inh = 32; procasp7 counter = 0; proCasp3 act = -1; MEP2 TOR yeast = 92; RPL19A TOR yeast = 86; CR mimetic SO = 100; AHR activator = 2; LAP4-GFP MLPCN = 94
> CCn1ccnc1CNCc1ccc(OCC(O)CN(C)Cc2ccccc2)cc1 (stereo not drawn)
  GASC-1 inh = 3; procasp7 counter = 6; proCasp3 act = -2; MEP2 TOR yeast = 99; RPL19A TOR yeast = 98; CR mimetic SO = 101; AHR activator = 0; LAP4-GFP MLPCN = 93

Continued.
molecule	GASC-1 inh	procasp7 counter	proCasp3 act	MEP2 TOR yeast	RPL19A TOR yeast	CR mimetic SO	AHR activator	LAP4-GFP MLPCN
COc1ccc(S(=O)(=O)Nc2ccccc2C(=O)N2CCCC2)cc1OC	10	0	-4	105	102	108	0	106
CCn1cc(CN2CCN(CCc3ccccc3)C(CCO)C2)c(C)n1 (stereo not drawn)	-5	-1	-1	108	105	83	3	104
Cc1n(-c2ccccc2)c2ccc(Cl)cc2[n+]1CCO	12	-11	-1	97	94	98	1	92
CCOc1ccc(Br)cc1S(=O)(=O)N1CCC(C(=O)O)CC1	-2	3	-2	102	104	100	-1	101
O=C(Cn1c(NCCCO)nc2ccccc21)c1ccc(Cl)cc1Cl	-5	-4	-14	109	103	98	120*	96
O=C(Cc1ccc(Cl)cc1)NNC(=O)c1cnccn1	18	-3	-10	109	99	101	1	101
CCOc1ccc(NC(=O)NC2(C(=O)NCc3ccco3)CCCCC2)cc1	-29	-1	-1	104	103	83	2	95
CCOc1ccccc1OCCCC(=O)NNC(=O)c1nn(C)c(=O)c2ccccc12	5	1	3	97	98	105	15	97
O=C(NCc1ccc(Cl)cc1)c1ccc(COCC(F)(F)F)o1	7	-1	9	93	96	89	0	109
COC(=O)c1cccc(NC(=O)CN2CCN(c3ccc(OC)cc3)CC2)c1	4	11	-6	96	97	108	0	86
COc1cccc(S(=O)(=O)c2nc(C)c3c(n2)CCC3)c1	-6	9	8	102	106	89	-1	94
Cc1cccc(C)c1NC(=O)CNC(=O)CCNC(=O)c1ccco1	-3	-10	0	107	99	110	2	109
Cn1c(=O)c(=O)n(C)c2cc(S(=O)(=O)N3CC(=O)N(CCc4ccccc4)C(=O)C3)ccc21	8	-2	-3	99	98	100	1	98
CC(Oc1ccccc1)C(=O)N1CCN(c2ccc(N3CCOCC3)nn2)CC1 (stereo not drawn)	-1	1	-3	104	94	103	-2	96
CCOc1ccccc1CNC(=O)c1cc2occc2n1C	7	2	7	90	100	101	11	99
O=C(Nc1nnc(-c2ccncc2)o1)c1ccc2ccccc2c1	-8	-1	-1	103	101	112	2	104
CN(Cc1ccc(Cl)cc1)C(=O)c1ccc2ccccc2n1	-2	5	1	104	101	99	9	105
O=C(N[C@@H]1C/C=C\C[C@H](CC(=O)N(CCO)Cc2ccccc2)C(=O)N[C@@H](Cc2ccccc2)COC1=O)OCC1c2ccccc2-c2ccccc21	12	-1	-4	99	94	114	1	92
CC(C)(C)[C@@H]1COC(=O)[C@H](Cc2ccc(F)cc2)C/C=C\C[C@@H](CC(=O)N(CCO)Cc2ccccc2)C(=O)N1	-3	9	-4	100	97	96	0	88
CCCOC(=O)/C=C/c1c(C)[nH]c(=O)[nH]c1=O	-8	12	-3	98	103	99	8	89
Cc1ccc(-c2ccc(=O)n(CC(=O)NCCN(C)C)n2)cc1	.	8	3	100	96	95	-1	90
COc1ccccc1NC(=O)COC(=O)c1ccc2c(c1)OCCO2	16	-1	1	91	95	71	0	87
CCC(NC(=O)CCc1nnc(-c2cc(C)on2)o1)C12CC3CC(CC(C3)C1)C2 (stereo not drawn)	1	-17	-1	103	110	92	1	84
CC(=O)Nc1cccc(C(=O)OCC(=O)c2ccccc2Cl)c1	14	1	-9	104	102	109	2	102
CN(C)C(=O)c1ccc(NC(=O)COC(=O)c2cc(S(=O)(=O)N(C)C)ccc2N2CCCC2)cc1	3	3	-8	105	100	99	2	103
Cn1cccc1CC(=O)N/N=C/c1cccc2ccccc12	-2	-16	-8	97	99	113	22	88
OC1(CN2CCOCC2)C2CN3CCN(C2)CC1(c1ccccc1)C3 (stereo not drawn)	11	9	-5	99	105	98	3	105
O=[N+]([O-])c1cccc(CN2CCN(c3ncccn3)CC2)c1	-8	-4	4	110	102	102	-7	92
O=C(Cn1cnnn1)NC1CCCN(Cc2ccccc2F)C1 (stereo not drawn)	6	4	0	98	104	121	1	95
COc1ccc(CC(=O)Nc2cccc(/C(C)=N/NC(=O)c3cccc([N+](=O)[O-])c3)c2)cc1	-7	1	-12	98	94	104	22	100

Following part.
molecule	GASC-1 inh	procasp7 counter	proCasp3 act	MEP2 TOR yeast	RPL19A TOR yeast	CR mimetic SO	AHR activator	LAP4-GFP MLPCN
COc1ccc(NC(=O)CCC(=O)N2CCCC2)c([N+](=O)[O-])c1	14	-1	0	96	102	97	0	64
O=C(Cn1cnc2c(nnn2Cc2ccc(F)cc2)c1=O)NCC1CCCO1 (stereo not drawn)	56	-6	8	99	97	105	2	95
COCCn1c(CN2CCN(c3ccc(OC)cc3)CC2)nc2c1c(=O)n(C)c(=O)n2C	-5	16	-3	103	103	93	-1	109
O=C1C=C(c2ccc(F)nc2)CCC1	-1	11	1	104	103	106	2	96
CCN1c2ccccc2NC2C1C(C(C)=O)C(=O)N2c1ccc(Cl)cc1 (stereo not drawn)	-26	-9	0	101	99	79	83*	108
Cc1cccc(Cc2c(C)nc3c(C(=O)NCc4ccco4)cnn3c2C)c1	5	-13	-1	93	92	114	0	97
COCCNc1nc(-c2cc(-c3ccccc3)on2)cc(C(C)C)n1	-4	-1	0	87	92	94	-1	137
Cc1ccc(-c2cc(C(F)(F)F)n3ncc(C(=O)N4CCN(C)CC4)c3n2)cc1	.	3	-2	98	101	107	-2	96
Cc1ccc(NC(=O)C2=C(O)c3sccc3N(C)S2(=O)=O)cc1	23	7	5	100	99	113	14	106
CCN(c1ccccc1)c1cc2ccccc2c(=O)[nH]1	-1	2	-4	95	96	180	5	91
NC(=O)c1cc(S(=O)(=O)Nc2cccc(F)c2)co1	-1	-6	3	98	92	96	-1	99
COc1ccc(C(=O)c2coc3ccc(O)c(CN4CCCC4)c23)cc1	6	14	-1	97	95	107	3	95
COc1ccc(CC(=O)Nc2nc(-c3ccccc3)c(C(C)=O)s2)cc1OC	7	-11	4	105	107	94	-1	88
Cc1cc(Cl)ccc1NC(=S)NCC(O)c1ccccc1 (stereo not drawn)	16	1	1	108	103	101	1	96
COC(=O)c1cccc(NC(=O)Cn2nnc3ccccc32)c1	-3	1	3	100	101	105	4	104
O=C(NCCc1ccccc1)Oc1ccc(Cl)cc1	-2	5	2	92	101	76	6	116
Cc1ccccc1COC(=O)c1cc([N+](=O)[O-])ccc1N1CCOCC1	15	4	6	102	85	88	13	102
CC(Oc1cccc(Cl)c1)C(=O)Nc1ccccc1N1CCCC1 (stereo not drawn)	?	6	-2	98	99	103	20	104
Cc1ccc(NC(=O)c2ccco2)c([N+](=O)[O-])c1	0	8	-1	100	95	118	-2	92
Cc1cnn(-c2ccc3nnc(-c4ccc(Br)cc4)n3n2)c1	-7	2	9	101	102	105	41	101

Bioassay records: PubChem BioAssay, several laboratories
